Screens as filed in PubChem BioAssay.
GLP-1R agonist: qHTS of GLP-1 Receptor Agonists; HEK293 GLP-1R CRE-luciferase, luminescence, 4-6 h; cells express a hypersensitive GLP-1R form; Potency, µM (highest dose often 45.6 µM), for inactives: top-dose activation, most hits filed as activators; 0.007% of 380,000 active; AID 624172, 2012; further: potency means the concentration at half of the fitted maximal effect; % of control where 0% means no effect
Target sequence (P43220 whole entry, looked up): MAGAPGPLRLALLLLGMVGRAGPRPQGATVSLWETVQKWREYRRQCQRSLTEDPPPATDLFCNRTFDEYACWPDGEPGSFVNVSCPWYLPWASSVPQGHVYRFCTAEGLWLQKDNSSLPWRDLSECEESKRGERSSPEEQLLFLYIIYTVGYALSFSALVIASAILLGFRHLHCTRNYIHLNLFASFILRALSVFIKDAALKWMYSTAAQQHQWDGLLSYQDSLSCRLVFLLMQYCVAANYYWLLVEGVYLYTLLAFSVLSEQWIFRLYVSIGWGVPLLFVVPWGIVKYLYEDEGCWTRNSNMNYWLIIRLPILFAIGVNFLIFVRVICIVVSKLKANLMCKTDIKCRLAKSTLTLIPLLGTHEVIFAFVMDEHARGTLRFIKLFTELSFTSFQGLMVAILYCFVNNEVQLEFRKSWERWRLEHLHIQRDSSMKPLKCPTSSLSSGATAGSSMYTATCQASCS
DRD3 agonist: qHTS of D3 Dopamine Receptor Agonist: qHTS; D3R DiscoveRx beta-arrestin cells, luminescence, 90 min; max activation, %; 0.58% of 410,000 active; AID 652048, 2013; in the data active means max activation above about 30%; further: 0% is about no effect; mostly tested at two doses, the higher about 12 µM
Target sequence (P35462 whole entry, looked up): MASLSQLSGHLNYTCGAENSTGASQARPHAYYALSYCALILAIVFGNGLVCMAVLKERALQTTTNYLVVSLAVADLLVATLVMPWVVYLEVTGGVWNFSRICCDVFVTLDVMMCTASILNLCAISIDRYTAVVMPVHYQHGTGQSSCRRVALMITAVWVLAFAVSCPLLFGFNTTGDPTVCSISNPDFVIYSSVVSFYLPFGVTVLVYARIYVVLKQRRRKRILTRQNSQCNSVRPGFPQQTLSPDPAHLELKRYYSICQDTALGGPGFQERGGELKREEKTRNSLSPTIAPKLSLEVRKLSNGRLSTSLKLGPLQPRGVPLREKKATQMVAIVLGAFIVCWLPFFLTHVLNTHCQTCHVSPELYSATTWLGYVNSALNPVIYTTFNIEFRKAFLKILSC
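Agonist-mode cell screen: cells plated at 1500/well and incubated overnight at 37 °C, then exposed to library compounds for 90 min at 37 °C. Detection reagent was added for 30–60 min at room temperature, and luminescence was read.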
HT1080 IDH1KD tx: qHTS for induction of synthetic lethality in tumor cells producing 2HG: qHTS for the HT-1080-IDH1KD cell line; HT-1080 IDH1 knockdown viability, ATP luminescence, 48 h; Potency, µM (top dose mostly 46.1 µM), without a hit: at the highest dose activity, negative = toxicity, usual class: cytotoxic; 2% of 360,000 active; AID 686971, 2013;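 further: potency means the concentration at half of the fitted maximal effect; 0% = DMSO wells and -100% = cell-free medium wells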
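HT-1080-IDH1KD cells (IDH1 knocked down), 750/well in RPMI with 5% FBS, treated with compound 48 h at 37 degrees C. Viability by CellTiter-Glo luminescence, normalised to DMSO and no-cell wells; concentration-response curves classed.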
SW480 rerep: A quantitative high throughput screen for small molecules that induce DNA re-replication in SW480 colon adenocarcinoma cells; Potency, µM (top dose mostly 46.1 µM), inactives show at the top dose re-replication activation, most hits filed as activators; SW480 DNA re-replication, Hoechst DNA content imaging, 48 h; 1.8% of 340,000 active; further: potency means the concentration at half of the fitted maximal effect; % of control where 0% means no effect; nearly all actives have a fitted effect of over 55% in size
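Image-based DNA-content assay: after two days of treatment, nuclei were labelled with the DNA dye Hoechst and imaged, and hits were compounds raising the count of nuclei showing high fluorescence intensity.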
KB-3-1 cytotox: qHTS assay for MDR1-selective chemotherapeutics: Primary screen using the parental adenocarcinoma cell KB-3-1; KB-3-1 viability, CellTiter-Glo ATP luminescence, 72 h; Potency, µM (doses to about 46.1 µM), for the others: at the highest dose activity change, negative = cytotoxic, usual class: cytotoxic; 1.4% of 400,000 active; AID 1347075, 2019; further: potency means the concentration at half of the fitted maximal effect; on the % scale 0 is the no-effect control and ±100 the full control effect; nearly all actives have a fitted effect of over 60% in size
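Cytotoxicity measured as CellTiter-Glo luminescence after 72 h at 37 C. Compound titrations were pinned onto drug-naive KB-3-1 parental adenocarcinoma cells grown in DMEM with 10% FBS, and normalized data fitted to concentration-response curves.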
HT1080NT lethal: qHTS for induction of synthetic lethality in tumor cells producing 2HG: qHTS for the HT-1080-NT fibrosarcoma cell line; 1.6% of 360,000 active; Potency, µM (highest dose often 46.1 µM), for the others: top-dose activity, negative = less viability, most hits filed as cytotoxic; HT-1080-NT fibrosarcoma viability, CellTiter-Glo ATP luminescence, 48 h;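 further: NT is the 2HG producing partner of a matched IDH1 knockdown line; potency means the concentration at half of the fitted maximal effect; 0% = DMSO-treated cells and -100% = media-only wells without cells; nearly all actives have a fitted effect of over 55% in size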
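Viability of the 2HG-overproducing fibrosarcoma line after 48 hours of compound exposure at 37 degrees C was determined by luminescence with CellTiter-Glo, and concentration-effect curves were then fitted and categorized.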
IL-1B inflam inh: qHTS for Inhibitors of Inflammasome Signaling: IL-1-beta AlphaLISA Primary Screen. THP-1 LPS/ATP IL-1B secretion, AlphaLISA, 16 h; hits give low values. 4.7% of 360,000 active. AID 743279, 2014. activity change, % at 57.5 µM; in the data active means activity change below about -50%; inconclusive means mostly about -30% to -49%; further: on the % scale 0 is the no-effect control and ±100 the full control effect
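Secreted IL-1B measured by AlphaLISA bead assay after 16 h compound exposure of THP-1 cells; compounds (final up to 57.5 uM) added 1 h before LPS (250 ng/mL) and ATP (1.25 mM) stimulation; lower signal means less secretion.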
D3 antag: qHTS of D3 Dopamine Receptor Antagonist: qHTS | D(3) dopamine receptor (Homo sapiens), P35462 | D3R cells, DiscoveRx beta-arrestin luminescence, antagonist mode; hits give low values | max response, negative = inhibition, % | 2.5% of 360,000 active | AID 652054, 2013; in the data active means max response below about -50%; inconclusive means no clear call, values can overlap the other calls; further: on the % scale 0 is the no-effect control and ±100 the full control effect; mostly tested at two doses, the higher about 12 µM
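Cells plated overnight at 1500 cells/well, then exposed to library compounds with dopamine controls for 90 minutes at 37 degrees C. DiscoveRx reagent added for 30–60 minutes at room temperature; luminescence read, quantitative HTS format.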
KB-V1 MDR tox: qHTS assay for MDR1-selective chemotherapeutics: Primary screen using the drug-selected MDR subline cells KB-V1; Potency, µM (top dose mostly 46.1 µM), for inactives: top-dose activity change, negative = cytotoxicity, usual class: cytotoxic; 3.4% of 400,000 active; AID 1347076, 2019; KB-V1 MDR cells viability, CellTiter-Glo, 72 h; further: potency means the concentration at half of the fitted maximal effect; on the % scale 0 is the no-effect control and ±100 the full control effect; nearly all actives have a fitted effect of over 60% in size
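KB-V1, DMEM (no phenol red) + 10% FBS; cpd pin-transferred, titration series; 72 h, 37 degrees C; CellTiter-Glo, luminescence. Data normalized, curve-fit.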
Starred values were filed as active, the others as inactive; u = inconclusive; x = not tested or not shown; [ ] = remark or other dose. Unless noted, the call rests on the fitted dose curve; in most records, active means well fitted curve in the direction sought with a large enough effect; inconclusive means small, poorly fitted or top-dose-only effect, or another doubt; inactive means no such curve, though single readings can be large; an effect the other way counts as inactive or inconclusive.

SMILES	GLP-1R agonist	DRD3 agonist	HT1080 IDH1KD tx	SW480 rerep	KB-3-1 cytotox	HT1080NT lethal	IL-1B inflam inh	D3 antag	KB-V1 MDR tox
CCCCN(C)c1c(N2CCC(C(=O)OCC)CC2)c(=O)c1=O	9%	-2	14%	-3%	22%	5%	13	3	25%
CCOc1ccc2nc(NCCO)[nH]c2c1	2%	-3	11%	2%	-2%	1%	44	3	-2%
CC(=O)N/C(=C\c1ccccc1)C(=O)OC(C)C(=O)c1ccccc1 (centres undefined)	-3%	12	2%	-3%	0%	5%	14	-1	3%
COc1ccccc1NS(=O)(=O)c1ccc(C(=O)NCC2(N(C)C)CCCCC2)cc1	-3%	-8	8%	-5%	27%	4%	-2	-25	u
O=C(NNC(=O)c1ccccc1C(F)(F)F)c1csc(N2CCOCC2)n1	2%	0	10%	-2%	-1%	5%	u	-11	4%
Cc1cnc(C(=O)OCC(=O)Nc2cc(S(=O)(=O)N3CCOCC3)ccc2Cl)cn1	-13%	4	21%	2%	0%	12%	8	-4	-11%
COc1cc(C=C2CN(C)C(=O)C2=O)ccc1O	-4%	-4	7%	x	5%	1%	-16	-13	20%
COc1ccc(CCN(C)C(=O)CNC(=O)c2ccccc2F)cc1OC	-6%	-13	11%	-1%[1.84 µM]	-7%	-3%	-17	u	u
COc1ccc(CNC(=O)CCn2cccn2)cc1	2%	2	x	x	3%	x	x	x	0%
CCOC(=O)[C@H]1[C@H]2COc3ccc(Cl)cc3[C@@H]2N2C(=O)CN(Cc3ccc(C)cc3)C(=O)[C@@]12C	6%	-11	-11%	4%	u	-15%	u	-4	-27%
O=C(c1sc2ccccc2c1Cl)N(Cc1ccccc1)C1CCS(=O)(=O)C1 (centres undefined)	-1%	-3	-1%	1%	3%	0%	-7	29	21µM*
CCCn1c(N)c(N(CCOC)C(=O)Cc2ccc(S(=O)(=O)N3CCOCC3)s2)c(=O)[nH]c1=O	-3%	1	6%	-5%	8%	14%	-3	36	11%
O=C(c1cc(COc2ccc(F)cc2F)on1)N1CCSCC1	5%	7	17%	-4%	3%	19%	-4	6	3%
CCN1CCN(C(CNS(=O)(=O)c2ccc(C)cc2)c2cccnc2)CC1 (centres undefined)	2%	-5	-3%	-3%	11%	-2%	-4	-11	11%
Cc1ccccc1-c1nnn(Cc2cccc(S(=O)(=O)N3CCOCC3)c2)n1	-5%	0	-8%	-1%	-21%	-5%	4	-2	-22%
CCCCCNC(=O)CCCCn1c(=O)[nH]c2cc(OCC)c(OCC)cc2c1=O	-1%	1	14%	-3%	3%	16%	13	7	2%
COc1cccc(N2C(=O)[C@H]3C(C(=O)c4cnccn4)=NN[C@H]3C2=O)c1	6%	-6	14%	-6%	1%	11%	23	0	6%
Cc1cc(C(=O)O)ccc1-n1c(C)cc(/C=C(/C#N)C(=O)Nc2ccccc2)c1C	5%	3	-18%	-2%	0%	-8%	-66*	-6	u
Cc1oc(-c2cccs2)nc1CN1CCN(Cc2ccc(F)c(F)c2)C(CCO)C1 (centres undefined)	12%	-27	-8%	u	0%	-9%	-27	-12	0%
CCOC(=O)C1CCN(C(=O)Nc2cccc(OC)c2)CC1	6%	-4	5%	u	8%	7%	4	-1	-1%
NC(Cc1ccc(C(F)(F)F)cc1)c1csc(Nc2nccc(C(F)(F)F)n2)n1 (centres undefined)	-4%	2	u	x	u	u	-29	31	23µM*
COC(=O)[C@H](Cc1ccc(O)cc1)NCCCn1cnc(C(=O)Nc2ccc(C)c(C)c2)n1	6%	19	2%	21%	0%	0%	-11	44	0%
Cc1ccccc1CSCCNC(=O)COc1ccc(Cl)cc1	7%	-4	0%	1%	9%	-2%	0	18	4%
COc1ccc(N(CC(=O)N2CCCC2)S(C)(=O)=O)cc1	-3%	2	2%	-7%	3%	8%	-1	7	0%
CC(=O)c1ccc(N2C(=NC(=O)COc3ccccc3)SC3CS(=O)(=O)CC32)cc1 (centres undefined)	-7%	-15	15%	u	-20%	16%	21	-7	-1%
Cc1ccc(C)c(-n2cc(CN3CCNC(=O)CC3)c(-c3ccccc3)n2)c1	16%	-2	-1%	-14%	-1%	-12%	5	9	-3%
CC1(C)NC(=O)N(CC(=O)OCc2cc(=O)n3cc(Br)ccc3n2)C1=O	0%	-5	14%	0%	11%	5%	11	5	0%
O=C(NN=C1CCCCC1)c1cc(-c2ccccc2)n[nH]1	-6%	-5	15%	x	0%	7%	-5	-21	7%
CC(=O)N1[C@H](Cc2ccccc2)C=C[C@]1(C)C(=O)NCc1ccccn1	0%	6	6%	-25%	0%	6%	1	-8	4%
COCc1cc(=O)n2[nH]c(C)c(-c3ccccc3)c2n1	-14%	-1	-2%	7%	-5%	0%	2	-17	-19%
CC1CN(C(=O)COC(=O)c2ccc(N(C)C)cc2)CC(C)O1 (centres undefined)	-4%	4	7%	1%	-10%	6%	10	-24	16%
O=C(Cc1ccccc1)Oc1coc(CSc2ncccn2)cc1=O	7%	-3	-12%	0%	13%	-2%	9	8	11%
S=C(NCc1ccncc1)NC1CCCC1	1%	3	6%	-4%	0%	1%	28	-3	0%
Cn1c(=O)[nH]c(=O)c2c1nc(NCc1ccco1)n2Cc1ccccc1Cl	12%	5	5%	-20%	23%	0%	-10	-11	-5%
CCCCNC(=O)C1(C)CCCCN1C(=O)c1cccc(OC(F)(F)F)c1 (centres undefined)	-7%	-10	-1%	x	u	2%	5	u	2%
COc1cc(NC(=O)CCc2c(C)nc3c(-c4ccc(F)cc4)c(C)nn3c2C)cc(OC)c1OC	0%	-13	x	x	-3%	x	x	x	-19%
O=C(CSc1nnnn1Cc1ccccc1)Nc1ccc2c(c1)OCO2	-1%	-6	7%	1%	u	9%	-17	17	-10%
CCOc1ccc(OCc2cccc(C(=O)N3CCOCC3)c2)cc1	-9%	6	-3%	-7%	u	-8%	45	24	-1%
CCOc1ccccc1NC(=O)c1ccc2c(O)c(S(=O)(=O)c3ccccc3)c(=O)[nH]c2c1	-6%	0	11%	x	-6%	13%	-3	-12	12%
CCC(C(=O)NC1CCCC1)N(C(=O)Cn1nnc(-c2ccc(C)o2)n1)c1cccc(OC)c1 (centres undefined)	4%	36*	1%	-3%	5%	5%	23	6	u
O=C1Nc2ccccc2OC1CC(=O)N1CCCC1 (centres undefined)	6%	2	0%	3%	8%	5%	13	1	23%
CCC(C)Cn1cnc2c(Sc3c([N+](=O)[O-])ncn3C)nc(N)nc21 (centres undefined)	5%	-9	u	16%	1%	u	-56*	5	u
COc1ccccc1CNC(=O)CSc1ccc(C)cc1	12%	2	7%	2%	-3%	0%	4	-10	0%
O=S(=O)(c1cc(C(F)(F)F)ccc1Cl)N1CCCCCC1	-2%	1	6%[9.24 µM]	-2%	0%	6%	-4	-21	1%
CCOC(=O)c1ccc(NC(=S)N(CCCN2CCCC2)Cc2cccs2)cc1	5%	-13	-16%	7%	-12%	-2%	12	-21	u
O=C(NCC(c1cccs1)N1CCOCC1)c1ccccc1NS(=O)(=O)c1cc([N+](=O)[O-])ccc1Cl (centres undefined)	0%	6	-22%	0%	6%	-17%	49	-10	u
CCCCN(C(=O)c1cccc(-n2cnnn2)c1)c1c(N)n(CCCC)c(=O)[nH]c1=O	-2%	1	4%	x	0%	5%	29	11	2%
CCOC(=O)c1c(NC(=O)CN2C(=O)N(C)C3(CCCCC3)C2=O)sc(C(=O)N(C)C)c1C	20%	0	-5%	-5%	-1%	4%	-15	19	9%
Cc1ccc(NC(=O)/C=C/c2ccc3c(c2)OCO3)cc1S(=O)(=O)N1CCOCC1	-26%	-2	9%	u	-26%	1%	-14	3	u
O=C(C1CCN(Cc2nc(-c3ccc(Cl)cc3)no2)CC1)N1CCOCC1	6%	0	-1%	4%	2%	-3%	62	2	7%
CN(C)S(=O)(=O)c1ccc(C(=O)N2CCN(C(=O)C3CCCO3)CC2)cc1 (centres undefined)	-1%	-4	19%	-8%	14%	13%	0	13	14%
CCC(C)c1ccc(NC(=O)N2CCN(C(=O)C3CCCO3)CC2)cc1 (centres undefined)	-11%	1	5%	-8%	13%	4%	0	7	2%
CC(=O)Nc1ccc(N/C=C(\C=O)c2nc3ccccc3o2)cc1	2%	-7	-15%	u	1%	-3%	82	-12	3%
CCOC(=O)c1sc(N=NC2=C(O)CCCC2=O)c(C(=O)OCC)c1C	-5%	5	u	-1%	5%	-16%	16	-27	-17%
Cc1ccc(C)c(NS(=O)(=O)c2ccc3c(c2)Cc2cc(S(=O)(=O)Nc4cc(C)ccc4C)ccc2-3)c1	-21%	9	-12%	u	u	-23%	40	23	-1%

Four structures already listed, sorted by molar mass, low to high:
SMILES	GLP-1R agonist	DRD3 agonist	HT1080 IDH1KD tx	SW480 rerep	KB-3-1 cytotox	HT1080NT lethal	IL-1B inflam inh	D3 antag	KB-V1 MDR tox
CCOC(=O)c1sc(N=NC2=C(O)CCCC2=O)c(C(=O)OCC)c1C	-5%	5	u	-1%	5%	-16%	16	-27	-17%
CN(C)S(=O)(=O)c1ccc(C(=O)N2CCN(C(=O)C3CCCO3)CC2)cc1 (centres undefined)	-1%	-4	19%	-8%	14%	13%	0	13	14%
Cc1ccc(C)c(NS(=O)(=O)c2ccc3c(c2)Cc2cc(S(=O)(=O)Nc4cc(C)ccc4C)ccc2-3)c1	-21%	9	-12%	u	u	-23%	40	23	-1%
O=C(NCC(c1cccs1)N1CCOCC1)c1ccccc1NS(=O)(=O)c1cc([N+](=O)[O-])ccc1Cl (centres undefined)	0%	6	-22%	0%	6%	-17%	49	-10	u
